From PubChem
TrxR1 substrate: is turned over as a substrate by rat TrxR1; purified TrxR1 substrate turnover, NADPH consumption readout; Potency, µM (top dose mostly 114 µM), inactives show at the highest dose activity change, negative = substrate turnover; actives 0.01% (n = 390,000); AID 588456; note: potency is the fitted concentration of half-maximal effect; % is set by controls: 0 for no effect and ±100 for the full control effect; nearly all actives have a fitted effect of over 50% in size
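Rat TrxR1, dispensed at 90 nM, was prereduced with 400 uM NADPH (final) for 5 min at ~22 deg C, then incubated with compound 15 min before 400 uM selenite. A first-read NADPH fluorescence drop versus no-compound background flagged substrates.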
D2 antagonist: D2 dopamine receptor (human) antagonism. P14416. inhibition, % at 10 µM. actives 2% (n = 340,000). HEK293 TREx D2 cells, calcium flux, dopamine EC80; in the data active = inhibition above about 30%; note: 0% is about no effect
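Inhibition of EC80 dopamine-driven calcium flux, recorded kinetically, defines activity here; cells are a tetracycline-induced HEK293 T-REx line expressing force-coupled D2.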
TRHR agonist: agonists of human TRH receptor; activation, % at 2 µM; AID 493084; TRHR cells, calcium flux fluo-8, FDSS agonist mode; P34981; actives 0.18% (n = 360,000); in the data active = activation above about 30%; note: 0% is about no effect
Target sequence (P34981 whole entry, looked up): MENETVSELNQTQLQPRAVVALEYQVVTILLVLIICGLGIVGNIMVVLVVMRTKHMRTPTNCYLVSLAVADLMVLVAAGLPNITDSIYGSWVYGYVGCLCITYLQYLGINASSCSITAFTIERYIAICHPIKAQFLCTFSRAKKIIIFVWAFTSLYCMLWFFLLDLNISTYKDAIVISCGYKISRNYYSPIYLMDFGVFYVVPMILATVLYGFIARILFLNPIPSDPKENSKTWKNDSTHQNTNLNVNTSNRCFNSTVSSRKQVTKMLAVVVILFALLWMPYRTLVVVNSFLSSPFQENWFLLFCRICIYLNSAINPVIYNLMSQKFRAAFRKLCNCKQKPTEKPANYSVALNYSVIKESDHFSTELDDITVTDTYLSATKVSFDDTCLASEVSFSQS
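TRHR-expressing cells, plated overnight in medium with 10% serum, were loaded with fluo-8 calcium dye at room temperature. After a 10 s baseline, library compound was pin-added and calcium release was recorded kinetically (ex 480/em 530) as agonist response.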
mIDH1 inhibitor: human IDH1 R132H inhibition. IDH1-R132H enzyme, NADPH consumption, diaphorase/resazurin fluorescence. Potency, µM (highest dose often 76.6 µM), for inactives: at the highest dose activity change, negative = inhibition, most hits filed as inhibitors. actives 0.093% (n = 390,000). AID 602179; note: potency is the fitted concentration of half-maximal effect; % is set by controls: 0 for no effect and ±100 for the full control effect; nearly all actives have a fitted effect of over 65% in size
Target sequence (O75874 whole entry R132H, stated change not applied): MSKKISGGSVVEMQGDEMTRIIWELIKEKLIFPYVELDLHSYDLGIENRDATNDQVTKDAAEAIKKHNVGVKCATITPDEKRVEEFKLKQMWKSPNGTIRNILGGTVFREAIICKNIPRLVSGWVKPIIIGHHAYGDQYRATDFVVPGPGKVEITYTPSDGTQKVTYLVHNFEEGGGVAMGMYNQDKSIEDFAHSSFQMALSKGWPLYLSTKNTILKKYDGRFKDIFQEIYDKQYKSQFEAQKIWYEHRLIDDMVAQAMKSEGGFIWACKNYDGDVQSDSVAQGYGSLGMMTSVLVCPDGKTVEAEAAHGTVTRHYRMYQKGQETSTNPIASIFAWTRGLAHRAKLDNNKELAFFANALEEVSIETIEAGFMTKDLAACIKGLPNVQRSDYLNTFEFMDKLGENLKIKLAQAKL
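IDH1-R132H (0.5 ug/mL) preincubated 30 min with compound, then NADPH (0.016 mM) and alpha-KG (2 mM) added; 80 min at RT, pH 7.5. Remaining NADPH coupled via diaphorase/resazurin to fluorescence (540/590 nm); concentration-response curves normalized to no-enzyme control.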
USP1 inh: blocks the human USP1/UAF1 deubiquitinase complex | O94782 | recombinant USP1/UAF1, Ub-Rhodamine cleavage fluorescence | Potency, µM (highest dose often 57.1 µM), without a hit: top-dose activity change, negative = inhibition, usual class: inhibitors | actives 0.23% (n = 390,000) | AID 743255; note: potency is the fitted concentration of half-maximal effect; % is set by controls: 0 for no effect and ±100 for the full control effect; nearly all actives have a fitted effect of over 60% in size; inactives centre near -12
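USP1/UAF1 complex at 1 nM was preincubated with compound for 15 min at room temperature, then Ub-Rho substrate (150nM final) was added. Fluorescence (480/540 nm) was read kinetically, 6 reads every 60 seconds.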
TRHR PAM: allosteric enhancers of human TRH receptor. enhancement, % at 2 µM. actives 0.66% (n = 360,000). TRHR cells, fluo-8 calcium fluorescence, EC20 TRH enhancement. P34981; in the data active = enhancement above about 30%; note: 0% is about no effect
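TRHR-expressing cells loaded with fluo-8 calcium dye were read kinetically (ex 480/em 530) during compound addition, then stimulated with an EC20 of TRH (10 nM final). Enhancement of the Gq-mediated intracellular calcium response was scored.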
D2 agonist: activates the human D2 dopamine receptor | HEK293 T-REx D2 cells, calcium flux agonist mode | activation, % at 2 µM | actives 0.53% (n = 340,000);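 active = activation over 3 SD above normal in the single-dose calcium agonist read, cut at about 30% in these data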; note: 0% is about no effect
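Calcium-flux readout, 1 cycle/sec over 180 s following compound pin transfer, in inducible HEK293 Trex D2 cells (force-coupled); dopamine controls included. Positive calcium responses during this window marked compounds as potential agonists.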
Pin1 inh: human Pin1 inhibition; Q13526; Potency, µM (doses to about 115 µM), for inactives: at the top dose activity, negative = inhibition, actives largely listed as inhibitors; actives 0.009% (n = 390,000); Pin1 FP peptide displacement, HiFluor488, 10 min; AID 504891; active = well fitted inhibition curve with a large enough effect in the polarisation, with a control signal flat, not every such curve was filed as active; inconclusive = small, poorly fitted or top-dose-only effect, or effect the other way, or a change in a side signal; inactive = no such curve, though single readings can be large or run the other way; the % refers to the polarisation; note: potency is the fitted concentration of half-maximal effect; % is set by controls: 0 for no effect and ±100 for the full control effect
Target sequence (Q13526 whole entry, looked up): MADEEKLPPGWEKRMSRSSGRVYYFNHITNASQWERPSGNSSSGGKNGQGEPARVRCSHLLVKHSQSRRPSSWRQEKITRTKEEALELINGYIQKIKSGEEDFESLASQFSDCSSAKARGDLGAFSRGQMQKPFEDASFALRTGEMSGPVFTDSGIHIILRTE
TrxR1 inh: inhibitors of rat thioredoxin reductase 1. Potency, µM (series often up to 114 µM), for the others: at the top dose activity change, negative = inhibition, actives largely listed as inhibitors. recombinant rTrxR1, NADPH fluorescence consumption, selenite substrate. O89049. actives 1% (n = 390,000). AID 588453; note: potency is the fitted concentration of half-maximal effect; % is set by controls: 0 for no effect and ±100 for the full control effect; nearly all actives have a fitted effect of over 65% in size
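Rat TrxR1 (90 nM in the dispensed reagent) was pre-reduced with 400 uM NADPH for 5 min at room temperature, then incubated with compound for 15 min. After 400 uM selenite was added, NADPH fluorescence (Ex 340/Em 450 nm) was followed for 8 min.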
* = called active by the depositor; ? = inconclusive; . = not tested or not shown; [ ] = remark or other dose. Unless noted, calls come from the whole dose curve; as a rule, active = well fitted inhibition curve with a large enough effect; inconclusive = small, poorly fitted or top-dose-only effect; inactive = no such curve, though single readings can be large or run the other way.

SMILES	TrxR1 substrate	D2 antagonist	TRHR agonist	mIDH1 inhibitor	USP1 inh	TRHR PAM	D2 agonist	Pin1 inh	TrxR1 inh
O=C(c1ccc2c(c1)OCCO2)N1CCCCC1	7.3%[57.1 µM]	6.9	0.4	1.9%	-4.0%	-1.9	0.7	0.5%	10.2%[57.1 µM]
CNC(=S)N(Cc1ccco1)Cc1cc2cc(OC)ccc2[nH]c1=O	10.6%[57.1 µM]	7.2	1.5	2.5%	-16.7%	2.0	-0.1	0.4%	-12.9%[57.1 µM]
Cn1ccnc1SCC(=O)NC1CCCC1	9.0%	2.3	-1.1	7.4%	1.4%	9.6	-2.6	1.9%	9.9%
CC1Cc2c([nH]c3ccccc23)C(=O)N1 (stereo unspecified)	63.5%	-11.6	0.0	9.4%	-17.2%	-0.2	-3.1	?	12.2%[57.1 µM]
COCCOC(=O)CSc1ncccc1-c1nc2cc(C)c(C)cc2[nH]1	16.3%	13.3	1.9	7.2%	-1.8%	2.3	1.6	15.4%	-22.6%
COc1ccc(NC(=O)CSCCc2ccccn2)cc1OC	10.8%	6.3	0.0	-3.9%	-20.8%	-2.0	1.0	1.2%	36.8%[activator]
COc1cc(C(=O)N(CCCN(C)C)c2nc3c(OC)cccc3s2)cc(OC)c1OC	-10.2%	.	2.8	16.0%	-27.4%	8.2	4.0	-3.8%	-10.1%
O=C(NC(CO)Cc1ccccc1)c1ccccc1 (stereo unspecified)	18.2%	-8.4	0.0	18.5%	-2.7%	-0.4	5.9	4.2%	40.8%
Cc1cc(N/N=C/c2ccc(O)cc2O)c2ccccc2n1	11.2%	-26.2	0.0	13.3%	-17.4%	-3.0	-0.3	-6.1%	8.6%
CC(NC(=O)c1ccccc1)C(=O)OCC(=O)c1c(N)n(C)c(=O)n(C)c1=O (stereo unspecified)	5.3%	3.2	0.5	-2.2%	-27.7%	-1.4	-0.2	-6.8%	8.8%
COc1ccccc1C(=O)Nc1c(C(=O)N2CCN(c3ccccc3F)CC2)oc2ccccc12	-2.2%	.	-0.9	-2.7%	-8.0%	-2.6	0.1	11.2%	6.5%
CC12CCC(C(=O)Nc3ccncc3)(CC1O)C2(C)C (stereo unspecified)	2.9%	-14.8	-0.7	6.4%	-11.9%	6.6	1.0	-9.0%	33.7%[activator]
COc1ccc(N(C(C)C(=O)N/N=C(\C)C(C)(C)C)S(C)(=O)=O)cc1 (stereo unspecified)	3.6%	-1.8	0.1	-4.1%	-1.3%	-5.8	0.6	-5.5%	6.4%
COc1ccc(-n2c(=O)c3sc4ccccc4c3n(CC(=O)NC3CCCCC3)c2=O)cc1	4.4%	.	0.1	0.9%	-20.5%	-1.8	0.7	-1.2%	12.9%
Cc1ccc(NC(=O)C2=COCCO2)cc1S(=O)(=O)N1CCOCC1	-3.4%	-15.1	0.4	-1.4%	-4.8%	0.7	0.8	12.7%	10.4%
CCNc1nc(SCCOc2ccccc2)nc(N(C)C)n1	6.7%[57.1 µM]	-2.4	0.1	8.4%	-16.4%	-1.5	0.9	-0.4%	21.6%[57.1 µM]
CC(C)(C)c1ccc(N2C(=O)CSC2c2cccnc2)cc1 (stereo unspecified)	5.2%[57.1 µM]	15.0	-0.1	5.1%	-5.0%	-6.3	-0.7	-0.1%	25.5%[57.1 µM]
CCCC(=O)NCCCc1nc2ccccc2n1CC	5.8%[57.1 µM]	-2.3	0.1	17.4%	-16.0%	5.2	-0.4	-1.0%	1.8%[57.1 µM]
CCOc1ccc(CN2C(=O)c3ccccc3C2=O)cc1C(=O)N1CCC(C(N)=O)CC1	-0.2%	6.9	0.4	1.3%	-0.9%	6.0	-1.4	-4.3%	14.9%
CCOc1ncccc1C(=O)OCCN1C(=O)c2ccccc2C1=O	13.4%[57.1 µM]	5.8	-0.4	4.2%	-13.5%	-4.4	-0.5	4.1%	3.3%[57.1 µM]
Cc1ccc(C(C)n2cc(C(=O)NCCN3CCN(C)CC3)nn2)cc1 (stereo unspecified)	4.5%	.	1.0	-1.8%	-0.7%	-3.6	.	-5.8%	6.4%
CCc1ccc(Nc2nc3ccccc3c(=O)s2)cc1	2.3%	4.8	0.2	-1.2%	-20.8%	1.5	-0.1	2.1%	8.3%
CCOc1ccc(/C=N/NC(=O)Cc2csc(Nc3cccc(C(F)(F)F)c3)n2)c(OCC)c1	-5.5%	-18.5	0.8	-0.6%	-19.1%	2.0	-1.3	20.3%	11.3%
CSCC[C@H](N)C(=O)N1CCC(C(=O)N[C@H](C(=O)NCc2ccccc2F)C(C)C)CC1	4.4%	5.3	-0.4	-4.3%	-16.9%	-1.7	-0.2	-5.2%	6.6%
O=C(O)c1ccc2nc(-c3cc4cc(Cl)ccc4oc3=O)[nH]c2c1	-5.1%[57.1 µM]	.	0.7	3.5%	-13.9%	2.6	0.4	-5.8%	0.8%[57.1 µM]
COc1ccc(/C=C/C(=O)Oc2cccc(/C=N/NC(=O)COc3c(C)cccc3C)c2)cc1	3.4%[57.1 µM]	-2.1	1.7	0.5%	-1.7%	-2.3	0.7	9.6%	15.9%[57.1 µM]
CCOC(=O)c1sc(N2C(=O)c3oc4ccc(F)cc4c(=O)c3C2c2ccc(O)cc2)nc1C (stereo unspecified)	6.4%	.	0.1	-1.0%	-17.9%	2.8	0.1	19.1%	21.8%
CSc1ccccc1OCc1cc(C(=O)NCCN2CCCC(O)C2)no1 (stereo unspecified)	-6.7%	6.7	-0.4	2.3%	0.4%	1.2	0.6	6.9%	-5.9%
CC(CN1CCCCC1)C(=O)NN (stereo unspecified)	11.3%	3.3	0.0	0.1%	-23.8%	3.6	3.9	-5.9%	16.8%
CCn1c(=S)sc2c(=O)n(CC(=O)Nc3cccc(Cl)c3)c(C)nc21	-1.8%[57.1 µM]	.	0.8	-5.3%	-1.8%	-9.3	.	2.0%	3.4%[57.1 µM]

Profiles, quoted from the list. Order of values: TrxR1 substrate, D2 antagonist, TRHR agonist, mIDH1 inhibitor, USP1 inh, TRHR PAM, D2 agonist, Pin1 inh, TrxR1 inh
`CC(CN1CCCCC1)C(=O)NN` (stereo unspecified) across the screens: 11.3%, 3.3, 0.0, 0.1%, -23.8%, 3.6, 3.9, -5.9%, 16.8%
`CCn1c(=S)sc2c(=O)n(CC(=O)Nc3cccc(Cl)c3)c(C)nc21` across the screens: -1.8%[57.1 µM], ., 0.8, -5.3%, -1.8%, -9.3, ., 2.0%, 3.4%[57.1 µM]

Continued:
SMILES	TrxR1 substrate	D2 antagonist	TRHR agonist	mIDH1 inhibitor	USP1 inh	TRHR PAM	D2 agonist	Pin1 inh	TrxR1 inh
COc1ccc(-c2nc(CCNC(=O)c3cccs3)cs2)cc1OC	1.1%[57.1 µM]	.	-0.8	0.7%	-28.3%	2.7	.	14.7%	-6.4%[57.1 µM]
COc1cccc(N(C(=O)Cn2nnc(-c3ccc(C)cc3)n2)C(C(=O)NC(C)(C)C)c2c[nH]c3ccccc23)c1 (stereo unspecified)	-0.2%	.	.	2.6%	-26.7%	.	.	-0.9%	15.8%
CCOc1ccccc1N(C)C(=O)NCc1noc2ccccc12	4.5%	.	0.2	4.8%	-18.9%	8.5	-0.1	-14.6%	12.4%
Cc1ccc(OCC(=O)N2CCC(N3CC(C)CC(C)C3)CC2)cc1 (stereo unspecified)	-12.9%	.	1.0	3.5%	-2.5%	11.9	.	-11.3%	-11.6%
Cc1nc(NCc2ccccc2)sc1C(=O)Nc1ccccc1	5.7%[57.1 µM]	9.5	-0.7	1.7%	1.2%	-6.3	0.4	0.4%	20.2%[57.1 µM]
CCN(CC)S(=O)(=O)c1ccc(OC)c(NC(=O)c2ccc3c(c2)OCO3)c1	3.1%[57.1 µM]	-10.7	-0.5	1.5%	-4.4%	0.1	0.6	5.9%	15.0%[57.1 µM]
CCOC(=O)c1[nH]c(C)c(CCC(=O)NCc2ccc(OC)cc2)c1C	-3.1%[57.1 µM]	.	-0.4	-7.8%	15.1%	-0.2	0.6	-3.0%	15.7%[57.1 µM]
COC(=O)C(Cc1ccccc1)NC(=O)c1cc(S(=O)(=O)N(C)C)ccc1Cl (stereo unspecified)	-1.7%[57.1 µM]	-1.4	-0.2	1.6%	-5.7%	-3.0	0.8	-0.7%	8.6%[57.1 µM]
O=C(OCC(=O)N1CCc2ccccc21)c1ccccc1[N+](=O)[O-]	-9.7%	-4.3	-1.2	3.8%	-17.0%	-10.5	-0.5	-0.6%	-4.4%
Cc1ccc2c(CSc3nc4ccccc4c(=O)n3CCCO)cc(=O)oc2c1C	8.2%[57.1 µM]	-9.2	-0.1	-0.3%	-21.3%	20.9	-1.6	40.9%[activator]	15.5%
Cc1csc(NC(=O)c2ccccc2)n1	2.3%	8.0	-0.2	-13.5%	-13.0%	-10.2	0.2	-7.1%	35.4%[activator]
Cc1ccccc1C(=O)NCC(=O)NNC(=O)CCN1CCN(c2ccccc2)CC1	-8.3%	72.1*	0.6	6.9%	-5.9%	1.4	82.5*	-0.2%	-12.9%
O=C(NCC(=O)N1CCCC(C(F)(F)F)C1)c1ccco1 (stereo unspecified)	0.3%	-8.8	1.3	-5.9%	-18.6%	2.8	0.4	-0.8%	21.6%
CCOc1cc(C(=O)NC(=S)Nc2nc(C)cc(C)n2)cc(OCC)c1OCC	-7.7%	5.2	0.7	0.0%	-15.8%	16.5	-0.6	5.8%	-12.5%

Not all compounds are listed. The share of hits here may be higher or lower than overall.
